TRPC4 potent: TRPC4 (mouse) allosteric potentiation. AID 2227. Q9QUQ5. 0.42% of 310,000 active. B-score at 10 µM. HEK293 TRPC4beta/mu-opioid, DAMGO EC20, Fluo-4 Ca2+ flux; hits give high values;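 active means B-score of calcium response area above 5 SD of library B-scores, with initial fluorescence ratio within 5 SD of library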;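 further: B-score of integrated fluorescence ratio over time as area under calcium response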
KCNQ1 block: blocks the human KCNQ1 potassium channel. B-score at 10 µM. CHO-K1 KCNQ1, FluxOR thallium flux fluorescence; hits give high values. 1.3% of 310,000 active. P51787;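 active means compounds whose thallium flux B-score, printed positive for inhibition, exceeds three library SD while starting fluorescence stays within three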;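 further: channel opened by potassium depolarization with thallium stimulus after 20 min compound exposure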
Platelet DG rel: modulates dense granule release in human platelets; human platelet-rich plasma, SFLLRN dense granule ATP release, luminescence; inhibition, %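 (compounds screened at 7.5 µM in platelet-rich plasma)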; 0.22% of 300,000 active; AID 1663;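 active means mean replicate score, as percent of positive control, at or above 50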
Dyrk1A ADPGlo: inhibitors of rat Dyrk1A kinase | ADP-Glo luminescence, NFATc1 peptide | AID 504441 | inhibition, % at 12.5 µM | Q63470 | 0.43% of 310,000 active; in the data active means inhibition above about 50%;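 further: plate controls were vehicle with enzyme for no effect and no enzyme for full effect; many of its hits are not listed in these tables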
KCNQ1 act: potentiators or activators of human KCNQ1 potassium channel | P51787 | CHO-K1 KCNQ1, thallium flux FluxOR fluorescence; hits give high values | B-score at 10 µM | 0.35% of 310,000 active | AID 2648;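 active means fluorescence ratio B-score, a plate-corrected score, at least three library SD, with initial intensity B-score within 5 SD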
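Test system: CHO-K1 cells stably expressing KCNQ1 / Medium: assay buffer / Also added: depolarizing K+/Tl+ stimulus, K2SO4 and Tl2SO4 each 12.5 mM in 5x stock / Incubation: 90 min dye loading and 20 min compound exposure, both at room temperature / Signal: thallium influx via FluxOR fluorescence, kinetic imaging / Evaluation: B score of baseline-normalized fluorescence ratio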
TRPC4 inh: blocks the mouse TRPC4 cation channel; 0.39% of 300,000 active; AID 2247; B-score at 10 µM; HEK293 TRPC4beta/mu-opioid, DAMGO-evoked Fluo4 calcium flux; hits give low values; Q9QUQ5;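 active means B-score over 3 SD under the library average, no early fluorescence shift, positive overall ratio signal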
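System: stable TRPC4beta/mu-opioid receptor HEK293 cells; Dosing: single-point compound dosing; Measured by: Fluo4 Ca2+ flux fluorescence; Read-out basis: per-well B score of integrated baseline-normalized Fluo4 ratio.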
KCNK9 block: human KCNK9 channel inhibition; Q9NPC2; HEK293 KCNK9, FluxOR thallium flux fluorescence; hits give low values; B-score at 10 µM; 1.2% of 310,000 active;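 active means ratio B-score over 3 SD below the library mean, with starting fluorescence within 5 SD of its mean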;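 further: negative B-score means less thallium flux so channel inhibition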
Target sequence (Q9NPC2 whole entry, looked up): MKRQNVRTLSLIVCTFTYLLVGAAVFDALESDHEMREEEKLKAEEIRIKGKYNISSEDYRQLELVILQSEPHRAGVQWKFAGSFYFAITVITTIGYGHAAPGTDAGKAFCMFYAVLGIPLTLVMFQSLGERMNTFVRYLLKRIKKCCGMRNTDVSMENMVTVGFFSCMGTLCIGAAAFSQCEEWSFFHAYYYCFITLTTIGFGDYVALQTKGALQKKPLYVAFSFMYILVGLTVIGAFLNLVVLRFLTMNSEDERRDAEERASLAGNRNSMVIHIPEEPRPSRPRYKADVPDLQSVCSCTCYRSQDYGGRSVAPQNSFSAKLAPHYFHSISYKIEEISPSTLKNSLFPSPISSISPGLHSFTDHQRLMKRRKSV
hERG rescue: hERG (human) protection from proarrhythmic block | Q12809 | CHO-hERG, FluxOR thallium flux, dofetilide IC70 present | activation (rescue from dofetilide block), less the hit threshold, % at 10 µM | 0.51% of 310,000 active | AID 1511;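 active means activation above the mean of controls blocked by dofetilide plus 5 SD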;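 further: thallium influx through hERG after potassium depolarization seen as dye fluorescence rise; in these data hits start at about 4.7%; inactives centre near -7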
KCNK3 inh: human KCNK3 channel inhibition, primary screen | O14649 | CHO-KCNK3 thallium flux, FluxOR fluorescence; hits give low values | B-score at 10 µM | 0.84% of 340,000 active | AID 602410;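 active means B-score under library mean minus 4 SD, starting fluorescence ratio at most library mean plus 5 SD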;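 further: more negative B-score means stronger inhibition of thallium flux through KCNK3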
Target sequence (O14649 whole entry, looked up): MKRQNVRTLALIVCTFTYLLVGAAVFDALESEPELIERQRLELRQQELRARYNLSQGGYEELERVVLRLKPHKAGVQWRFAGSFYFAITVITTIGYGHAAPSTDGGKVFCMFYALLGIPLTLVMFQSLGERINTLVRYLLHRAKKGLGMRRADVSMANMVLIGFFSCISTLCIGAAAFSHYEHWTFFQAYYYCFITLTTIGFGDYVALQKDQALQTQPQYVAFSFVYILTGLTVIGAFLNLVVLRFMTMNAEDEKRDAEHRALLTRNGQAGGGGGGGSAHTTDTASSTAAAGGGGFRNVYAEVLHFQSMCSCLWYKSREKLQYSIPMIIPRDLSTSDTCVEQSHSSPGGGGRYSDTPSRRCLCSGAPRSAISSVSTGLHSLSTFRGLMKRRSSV
PolyA inh: blocks polyadenylation in yeast reporter cells; S. cerevisiae SKY197-pL101 polyadenylation reporter, beta-gal luminescence; efflux-impaired pdr1/pdr3 knockout yeast; score 100 = 6 SD above DMSO; calls only at 12 µM; 0.02% of 300,000 active; AID 1875;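 active means lowest replicate activity score at least 50, where 100 means six control SD above control mean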;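 further: yeast exposed to compound for 9 h at 30 °C; higher score means more reporter readthrough which indicates perturbed polyadenylation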
TRPC4 act: activators of mouse TRPC4 channel; HEK293 TRPC4beta/mu-opioid, Fluo4 calcium fluorescence; hits give high values; Q9QUQ5; 0.49% of 310,000 active; AID 2237; B-score at 10 µM;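 active means B-score above 5 SD of library B-scores, and initial fluorescence ratio not above library mean plus 5 SD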;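 further: positive B-score marks a calcium rise read as TRPC4 activation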
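Assay system – TRPC4beta and mu-opioid receptor HEK293 stable cells · Measured by – Fluo4 fluorescence, kinetic · Schedule – dye loading 45 min room temperature, 110 s kinetic read · Read-out – B-scored integrated calcium fluorescence ratio · Controls – buffer and maximal DAMGO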
* hit, by the source's call; i = inactive; / = not tested or not shown. An excerpt (hit frequency here may not be typical).

Molecule	KCNQ1 block	hERG rescue	Dyrk1A ADPGlo	TRPC4 potent	TRPC4 act	KCNK3 inh	PolyA inh	Platelet DG rel	KCNQ1 act	KCNK9 block	TRPC4 inh
CC(C)N1C2OC(C3OC4C(O3)N(C(C)C)S(=O)(=O)N4C(C)C)OC2N(C(C)C)S1(=O)=O (configuration not stated)	i	-10.4	-5.2	i	i	i	i	-8.2	i	i	i
Cc1nn(-c2ccccc2)c(C)c1NC(=O)COC(=O)c1cc([N+](=O)[O-])ccc1NCCO	i	-20.6	3.5	i	i	i	i	20.4	i	i	i
CCCOC(=O)CSC1=C(C#N)C(c2ccccc2Cl)CC(=O)N1 (configuration not stated)	i	-9.0	12.7	i	i	i	i	-7.2	i	i	i
COCC(C)n1c(C)cc(C(=O)CSc2nnc(N)s2)c1C (configuration not stated)	i	-6.9	-5.2	i	i	i	i	0.5	i	i	i
CCCCc1nc(S(=O)(=O)c2ccc(Cl)cc2)c(N2CCOCC2)o1	i	-3.4	-0.1	i	i	i	i	7.8	i	i	i
COc1ccc(/C=N/Nc2nc3ccccc3s2)cc1O	i	-11.5	6.0	16*	i	i	i	53.6*	i	i	i
C=CCSc1nc2sc3c(c2c(=O)[nH]1)CCC3	i	-4.4	-1.7	i	i	i	i	-2.7	i	i	i
CCCn1c(C)cc(C(=O)COC(=O)c2ccc(Cl)c(S(=O)(=O)N3CCCC3)c2)c1C	i	-2.4	-3.9	i	i	i	i	-0.5	i	-18.4*	i
CN(C)C(=O)CCSc1nnc(-c2ccncc2)o1	i	-18.6	-3.7	i	i	i	i	2.2	i	i	i
CCOC(=O)C#CC(CCc1ccccc1)OS(N)(=O)=O (configuration not stated)	i	-3.1	0.3	i	i	i	i	-12.3	i	i	i
Clc1ccc(-c2cn3cccnc3n2)cc1	i	-4.6	3.1	i	i	i	i	-14.7	i	i	i
C=CCn1cccc(/C=C/C(=O)c2ccc(C(C)(C)C)cc2)c1=S	i	-11.1	2.9	i	i	i	i	-5.6	i	i	i
Cc1nn(Cc2ccccc2)c(C)c1NC(=O)CCC(=O)O	i	-2.0	5.4	i	i	i	i	0.0	i	i	i
CCn1c(CC(=O)Nc2ccc(C)c(Cl)c2)nnc1SCc1ccc(Cl)c(Cl)c1	i	-8.1	-10.9	i	i	i	i	0.0	i	i	i
Cc1cc(C2(c3ccc(O)c(C)c3)C(=O)N(C)c3ccc(Br)cc32)ccc1O	i	-10.4	8.2	i	i	i	i	-1.0	i	i	i
O=C(CCC1CCCC1)N1CCC(N2CCN(c3ccccc3)CC2)CC1	i	-11.8	-1.8	i	i	i	i	1.1	i	i	i
O=C(Cc1ncc(C(F)(F)F)cc1Cl)N1CCN(c2cccc(Cl)c2)CC1	i	-17.4	-3.5	i	i	i	i	-2.0	i	i	i
COc1cccc(C(=O)NC2CC3CCCC(C2)N3CC(=O)Nc2ccccc2C(F)(F)F)c1 (configuration not stated)	i	-7.3	0.5	i	i	i	i	-2.4	i	i	i
COc1ccc(S(=O)(=O)Cc2ccc(C(=O)NCC(OC)OC)o2)cc1	i	-5.5	-0.6	i	i	i	i	-3.3	i	i	i
O=C(N/N=C/c1cccnc1)c1cccc(NC(=O)c2cccc(Br)c2)c1	i	-4.0	2.5	i	i	i	i	3.4	i	i	i
CCOc1cnc(C(=O)NNC(=O)c2ccccc2Br)o1	i	-9.5	-6.7	i	i	i	i	-0.2	i	i	i
Cc1cccc2cc(C(c3nnnn3C(C)(C)C)N(Cc3ccco3)CC3CCCO3)c(=O)[nH]c12 (configuration not stated)	i	-10.1	4.0	i	i	i	i	-1.0	i	i	i
Cc1ccccc1NC(=O)c1ccc(OCC(=O)Nc2ccccc2F)cc1	i	-7.8	0.3	i	i	i	i	0.5	i	i	i
Cc1cc(=O)oc2cc(NC(=S)NCc3cccnc3)ccc12	i	0.6	2.0	i	i	i	i	17.1	i	i	i
COc1ccccc1NS(=O)(=O)c1cc(C(=O)NCC(c2ccco2)N2CCCCC2)ccc1C (configuration not stated)	i	-16.9	0.1	i	i	i	i	5.2	i	i	i
O=C(CSc1nccc(=O)[nH]1)Nc1ccccc1Sc1ccccc1	i	-5.6	-5.0	i	i	i	i	4.8	i	i	i
O=C(Nc1cc(Br)c(O)c(Br)c1)c1cccc(NC(=O)c2ccco2)c1	i	-3.8	/	i	i	i	i	-3.6	i	i	i
CC12CC3(C)CC(C)(C1)CC(C(=O)NC(=S)N1CCCC1)(C2)C3	i	-2.9	-7.2	i	i	i	i	7.6	i	i	i
Cc1ccc(S(=O)(=O)N2CCN(C(=O)CCC(=O)NCCc3ccc(S(N)(=O)=O)cc3)CC2)c(C)c1	i	-17.3	-6.3	i	i	i	i	-2.7	i	i	i
Cc1oc(-c2cccs2)nc1CN1CCN(CCC(C)C)C(CCO)C1 (configuration not stated)	i	-7.4	5.0	i	i	i	i	-1.7	i	i	i
COC(=O)c1sccc1NC(=O)c1ccc(C(C)C)cc1	i	-10.1	0.3	i	i	-11.2*	i	2.2	i	i	i
COc1cc(CN2CCc3c([nH]c4ccccc34)C2)cc(OC)c1	i	-13.3	4.0	i	i	i	i	-0.1	i	-8.1*	i
Cc1cc2ccccc2n1CCNC(=O)Cc1cccc2ccccc12	i	-8.2	2.4	i	i	i	i	7.0	i	i	i
CCCCn1c(=O)[nH]c(=O)c2c1nc(-c1ccc(OCCC)c(OCC)c1)n2C	i	-8.0	-3.2	i	i	i	i	-2.9	i	i	i
N#CCCn1c(SCC(=O)N2CCN(S(=O)(=O)c3ccccc3)CC2)nc2ccccc21	i	-5.7	14.7	i	i	i	i	4.1	i	i	i
O=C(NC(=S)N(Cc1ccccc1)c1ccccn1)C1CCCCC1	i	-9.1	-5.2	i	i	i	i	-0.4	i	i	i
Cc1cccc[n+]1C1C(c2ccc([N+](=O)[O-])cc2)C(C#N)=C(C(=C=[N-])C#N)NC1(O)C1CC1 (configuration not stated)	i	-7.6	-0.2	i	i	i	i	3.4	i	i	i
CC1(C)Cc2nc3sc(C(=O)NCCCO)c(N)c3cc2CO1	i	-2.3	/	i	i	i	i	11.8	i	i	i
O=C(O)c1cccc(COCC(F)(F)C(F)F)c1	i	0.4	0.3	i	i	i	i	0.2	i	i	i
CC1CCCN(CCCNC(=O)c2ccc(NC(=O)C3=CSCCO3)cc2)C1 (configuration not stated)	i	-2.7	-0.4	i	i	i	i	-0.7	i	i	i
COCC1CCCCN1Cc1cn[nH]c1-c1ccc2cc(OC)ccc2c1 (configuration not stated)	i	-6.1	22.6	i	i	i	i	-6.7	i	i	i
COCCCNC(=S)N1CCN(c2ccccc2)CC1	i	-7.8	7.5	i	i	i	/	4.5	i	i	i
O=C1c2ccccc2S(=O)(=O)N1CC1CC(c2ccccc2)=NO1 (configuration not stated)	i	-12.6	0.1	i	i	i	i	7.3	i	i	i
COc1ccc2oc(=O)c(C(=O)N3CCN(c4ccccc4)CC3)cc2c1	i	-2.1	-1.9	i	i	i	i	-6.6	i	i	i
COCCNC(=O)C(c1ccc(F)cc1)N(Cc1ccccc1)C(=O)CCC(=O)Nc1nccs1 (configuration not stated)	i	-10.6	-5.2	i	i	i	i	2.0	i	i	i
Cc1ccc(/C=C2\S/C(=N/S(=O)(=O)c3cccs3)NC2=O)cc1	i	-11.9	-3.1	i	i	i	i	-15.3	i	i	i
CC(C)CCNC(=O)CN(C(=O)Cn1nnc(-c2ccccc2F)n1)c1cccc2c1CCCC2	i	-8.9	-0.5	i	i	i	i	-18.1	i	i	i
NC(=O)c1sc2nc(-c3cccnc3)ccc2c1N	i	-7.7	/	i	i	i	i	8.3	i	i	i
Cc1ccc(NC(=O)CN2C(=O)CSC2=O)cc1	i	-1.1	6.1	i	i	i	i	-0.3	i	i	i
COC(=O)c1ccsc1NC(=O)CSc1nnnn1-c1ccccc1SC	i	-10.5	4.4	i	i	i	i	-0.9	i	i	i
Cc1cccc(NC(=O)c2ccco2)c1C(=O)O	i	-5.8	/	i	i	i	i	1.2	i	i	i
COc1ccc(-c2nnc3n(CCc4ccccc4)c(=O)c4ccccc4n23)cc1OC	i	0.1	0.7	i	i	i	i	6.8	i	i	i
CC(C)(C)C(=O)NC(=S)NNC(=O)c1ccc(-c2ccccc2)cc1	i	6.3*	0.3	i	277*	i	i	38.1	66*	i	i
CC(=O)Nc1ccc(S(=O)(=O)NNC(=O)c2cccc([N+](=O)[O-])c2)cc1	i	1.3	-0.4	i	i	i	i	1.7	i	i	i
COc1ccccc1C(=O)COC(=O)C(CCSC)NC(=O)COc1ccccc1 (configuration not stated)	i	-14.5	0.6	i	i	i	i	-0.3	i	i	i
CCCCCCC(=O)Nc1nc(C)c(-c2csc(Nc3cc(OC)ccc3OC)n2)s1	i	-10.1	5.7	i	i	i	i	-0.4	i	i	i
O=C(CC(c1ccccc1)c1ccccc1)Nc1ccncc1	i	-15.0	-10.6	i	i	i	i	-0.9	i	i	i
O=S(=O)(c1ccc(Cl)cc1)N1CCNCC1	i	-9.0	3.0	i	i	i	i	4.7	i	i	i
COc1ccc(-n2c(SCC#N)nnc2-c2ccc(NS(=O)(=O)c3ccc(C)cc3)cc2)cc1	i	-19.1	-25.8	i	i	i	i	-0.1	i	i	i
CN1CCN(C(=O)C23CC4CC(C)(CC(C)(C4)C2)C3)CC1	i	-3.4	2.3	i	i	i	i	-5.0	i	i	-6*
COc1cc(/C=N\NC(=O)c2ccc(C)nc2)ccc1OC(=O)c1ccc2c(c1)OCO2	i	-13.0	-2.8	i	i	i	i	-0.4	i	i	i
CC(=O)Nc1c(O)nc(C)[nH]c1=O	i	-14.1	/	i	i	/	i	-2.7	i	i	i

From PubChem
